Assay outcomes deposited in PubChem by National Center for Advancing Translational Sciences (NCATS).
Pf Dd2 inh: qHTS Primary assay for Inhibitors of Plasmodium falciparum Dd2 growth in vitro; P. falciparum Dd2 growth, SYBR Green, 72 h; Potency, µM (titrated, usually from 28.9 µM), for the others: top-dose activity, negative = inhibition, usual class: inhibitors; 4.3% of 120,000 active; AID 1347417, 2020; active means well fitted inhibition curve with a large enough effect; inconclusive means small, poorly fitted or top-dose-only effect; inactive means no such curve, though single readings can be large or run the other way;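 further: plate controls were DMSO vehicle for no effect and reference drug for full effect; nearly all actives have a fitted effect of over 65% in size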
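Readout: SYBR Green fluorescence, 485 nm excitation, 535 nm emission, after ~16 h lysis at 37C. Before that, Dd2-infected red cells (2.5% hematocrit) grew 72 h with compound, 29 uM top final concentration.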
* marks the source's active call; other numbers are inactive results; i = inactive; ? = inconclusive; [ ] = dose if it differs, or a comment. Potency means the concentration at half of the fitted maximal effect. A portion of the library. The share of hits here may be higher or lower than overall.

SMILES	Pf Dd2 inh
O=C(/C=C/c1ccco1)Nc1ccc(Cl)c(-c2nc3cc(Cl)ccc3o2)c1	?
Cc1c(C(=O)Nc2ccccc2Br)oc2ccc(S(=O)(=O)N3CCOCC3)cc12	-3%
CCCCNC(=O)C(CC)Sc1nc2ccccc2c(=O)n1CCc1ccc(OC)c(OC)c1 (stereo unspecified)	?
COc1ccc(C(C)NC(=O)c2cc3c(N4CCCC4)nc(C)cn3n2)cc1OC (stereo unspecified)	15%
O=[S+]1([O-])NC2(CCN(Cc3cccnc3)CC2)COc2ccccc21	6%
Cc1ccccc1-c1noc(-c2cccnc2NCc2ccco2)n1	15%
COc1ccc(S(=O)(=O)N2CCOC[C@H](Oc3cccc(C)n3)C2)cc1	-28%[44.1 µM]
Cc1ccc(C)c(C(=O)c2c(N)c(-c3nc(-c4ccc5c(c4)OCO5)cs3)c3ccccn23)c1	8.9µM*
Cc1cccc(OCCc2noc(C3CCCCN3S(=O)(=O)c3cn(C)cn3)n2)c1 (stereo unspecified)	?
CCOc1ccc(N(CC(=O)NCc2ccc(OC)cc2)S(=O)(=O)c2c(C)[nH]c(=O)[nH]c2=O)cc1	i
Cc1ccc(C(=O)CC2(O)C(=O)N(CCc3ccccc3)c3ccc(Br)cc32)cc1 (stereo unspecified)	10µM*
CCc1ccc(CNCc2c(C(=O)O)n(Cc3ccc(C)cc3)c3cc(C)ccc23)cc1	5µM*
Cn1c(Oc2ccc(F)cc2)nc2c1c(=O)n(Cc1ccccc1Cl)c(=O)n2C	82%[activator]
O=C(c1ccoc1)N1CCCN(C(=O)C2COc3ccccc3C2)CC1 (stereo unspecified)	-12%
COc1ccc(-c2noc([C@@H]3CCCN3C(=O)c3ccc(C(C)(C)C)cc3)n2)cc1OC	i
Cc1nc(-c2c3n(c(=O)n(CC(=O)Nc4ccccc4Cl)c2=O)CCCC3)no1	7%
CCOC(=O)C(C)NC(=O)c1c(C)oc2ncn(CC(C)C)c(=O)c12 (stereo unspecified)	12%
CCCCn1c(CCCNC(=O)c2cccc(C)c2)nc2ccccc21	-15%
COc1cc(C(=O)Nc2ccc3nn(-c4ccc(F)cc4)nc3c2)cc(OC)c1OC	14%
COCCNC(=O)[C@@H]1C[C@H](Oc2cccnc2)CN1C(=O)Cc1cccc(F)c1	26%
c1ccc(-c2noc(-c3cncnc3NCc3ccc4c(c3)OCO4)n2)cc1	i
O=C(c1cccs1)N1CCN(c2cc(-c3cccs3)[nH]n2)CC1	i
CCOC(=O)c1cccc(NC(=O)c2cc(-c3ccc(Cl)s3)nc3ccccc23)c1	31%[activator]
COc1ccc(N2Cc3c(NCCc4ccc(F)cc4)ncnc3N(C)CC2=O)cc1	-28%
Brc1ccc2c(c1)NC(c1cccnc1)=NC(c1ccccc1)=N2	?
COc1ccccc1CC(=O)N1CC[C@@H](NC(=O)c2cnccn2)[C@H](O)C1	5%
NC(=O)C1(N2CCCCC2)CCN(c2nccc(-c3ccncc3)n2)CC1	-12%
Cc1ccc(C(=O)Nc2cccc(-c3ccc(N4CCN(C)CC4)nn3)c2)cc1C	?
COc1cccc(CNC(=O)C2CCN(C(=O)c3sccc3-n3cccc3)CC2)c1	10%
O=C1[C@@H]2C[C@@H](CN2Cc2cccnc2)Oc2ccccc2N1CC1CC1	i

Reprinted at random: 4 records from the list, in no set order.
SMILES	Pf Dd2 inh
Cc1ccc(C(=O)Nc2cccc(-c3ccc(N4CCN(C)CC4)nn3)c2)cc1C	?
COc1ccc(C(C)NC(=O)c2cc3c(N4CCCC4)nc(C)cn3n2)cc1OC (stereo unspecified)	15%
O=C1[C@@H]2C[C@@H](CN2Cc2cccnc2)Oc2ccccc2N1CC1CC1	i
COc1cc(C(=O)Nc2ccc3nn(-c4ccc(F)cc4)nc3c2)cc(OC)c1OC	14%

(cont.)
SMILES	Pf Dd2 inh
COc1ccc(-c2nc(CN3CCC(C(=O)NCCCOC(C)C)CC3)c(C)o2)cc1OC	-12%
CN1C(=O)C(CC(=O)NCc2nnnn2-c2ccccc2)N(C)C1=O (stereo unspecified)	11%
Cc1ccccc1N1Cc2c(NCc3cccs3)ncnc2N(C)CC1=O	-13%
O=C(NC1CCc2n[nH]c(=O)n2CC1)c1ccsc1 (stereo unspecified)	41%[activator]
Cc1ccc(-c2nnn3c2nc(N2CCC(C)CC2)c2ccccc23)cc1	-11%
CCOc1ccc(NC(=O)Cn2nc3c(cc2=O)CCCCC3)cc1	4%
CC(=O)c1cccc(NC(=O)c2ccc(-n3c(C)nnc3C)cc2)c1	20%
COc1ccc(S(=O)(=O)n2nc(C)c(S(=O)(=O)N3CCC(C)CC3)c2C)cc1C	34%[activator]
Cc1cc(=O)n(CC(=O)N2CCCC(C)(c3ccccc3)C2)nc1C (stereo unspecified)	-8%
CC1(CCCCc2ccccc2)COc2ccc(C(=O)NCCN3CCOCC3)cc2N1 (stereo unspecified)	?
COc1ccc(S(=O)(=O)N2CCC(Oc3ccc(-n4cnnn4)cc3)CC2)cc1	i
c1coc(CN2CC[C@H](c3nnc(-c4ccncc4)o3)C2)c1	i
CCOc1ccc(NC(=O)Cn2c(N3CCc4ccccc4C3)nc(C)cc2=O)cc1	i
COCCNC(=O)[C@@H]1CCC[C@@H](NC(=O)c2ccno2)CN(C)C(=O)C1	2%[44.1 µM]
COc1ccc(OC)c(NC(=O)N2CC3CCCN3c3ccccc32)c1 (stereo unspecified)	?
CNC(=O)N1CCC(C2CCN(C(=O)c3ccco3)C2)CC1 (stereo unspecified)	3%
O=C(Cn1cnc2onc(-c3ccc(F)cc3)c2c1=O)N1CCN(c2ccc(F)cc2)CC1	-7%
COc1cccc(C(=O)N2C[C@@H](CO)[C@H](c3nc(C4CC4)no3)C2)c1C	i
CC(C)c1nc2ccc(C(=O)Nc3ccccc3F)cc2o1	?
Cc1cc(CN2CCC3(C2)C(=O)N(C)c2ccccc23)no1 (stereo unspecified)	i
COc1cccc(-c2cc(C3CCN(C(=O)Nc4cc(Cl)ccc4C)CC3)[nH]n2)c1	?
Cc1ccc(-n2nnc(C(=O)Nc3cc(F)ccc3F)c2C)cc1F	6%
COC(=O)[C@@H]1Cc2ncn(Cc3ccc(Cl)cc3)c2CN1S(=O)(=O)c1cccs1	-26%
Cc1nc2sc(C)c(C)n2c(=O)c1S(=O)(=O)N1CCN(c2ccccc2F)CC1	-6%
Cc1ccc2occ(CC(=O)Nc3ccc(S(=O)(=O)N4CCC(C)CC4)cc3)c2c1	?
CCOc1ccc(C2Cn3nnc(-c4nc(-c5ccc(C(F)(F)F)cc5)no4)c3CO2)cc1 (stereo unspecified)	-14%
COC[C@@H]1CN(Cc2cn(C)nc2C)C[C@H]1c1ccncc1	1%
N#Cc1cccc(C2CCN(C(=O)C3CCN(C(=O)C4CC4)CC3)CC2)c1	-9%
O=C(Cn1c(=O)nc(-c2ccccc2F)c2cc(Cl)ccc21)NCCCc1ccccc1	-2%
c1cncc(COc2cc3c(cn2)NCCN(Cc2ccc4[nH]ccc4c2)C3)c1	?
Cn1c([C@H]2CCN(S(=O)(=O)c3ccc(F)cc3)C2)nc2ccccc21	i
Cc1nn(C)c(C)c1CCCN(C)C(=O)C1CCCN(Cc2cccnc2)CCC(=O)NCC1 (stereo unspecified)	-26%
Cn1c([C@H]2CCN(C3CCCCC3)C2)nc2ccccc21	-12%[44.1 µM]
COc1cccc(NC(=O)CCC2CCN(C(=O)c3cc4ccccc4cn3)CC2)c1	-28%
CCOc1ccc(-c2cc(C(=O)NCCc3ccc(Cl)cc3)c3ccccc3n2)cc1	6%
Cc1noc(C)c1[S+](=O)([O-])N1CCn2c(nn(-c3ccc(Cl)cc3)c2=O)C1	-25%
COc1ccc(N(CC(=O)NCCc2ccccc2)S(=O)(=O)c2ccccc2)c(OC)c1	i
COC(=O)c1ccccc1NC(=O)c1cn2c3c(ccc(Cl)c3c1=O)OC(C)C2 (stereo unspecified)	-2%
CCNC(=O)c1cnc2sc(N3CCCCCC3)nn2c1=O	16%
NC(=O)c1c(NC(=O)c2nc(SCc3ccccc3F)ncc2Cl)sc2c1CCCC2	38%[activator]
COc1ccccc1C(=O)N1CCCn2nc(C)c(-c3ccccc3-c3ccccc3)c21	-17%[44.1 µM]
CN(C)C(=O)N1Cc2ccccc2OC2(CCN(C(=O)Cc3cnc[nH]3)CC2)C1	-7%
COc1ccccc1OCCNC(=O)C1Cn2cccc2C(=O)N1Cc1cccnc1 (stereo unspecified)	5.6µM*
O=C(NCc1ccccc1Cl)C(=O)NCC(c1ccc2c(c1)OCO2)N1CCOCC1 (stereo unspecified)	-14%
CC(=O)c1cccc(NC(=O)c2c(N3CCCC3=O)c3cc(F)ccc3n2C)c1	13%
CCc1nn(-c2ccc(OC)cc2)c(Oc2ccccc2F)c1CCC(=O)N1CCSCC1	-14%
COc1ccc(C(=O)N2CCc3nc(C4CC4)nc(-c4ccc(OC)cc4)c3CC2)cc1	?
COc1ccc(C(=O)N2C[C@@H](F)C[C@H]2C(=O)N2CCOCC2)cc1	9%
CC1=C[C@@H](CNS(=O)(=O)c2ccccc2)[C@H](C(C)C)C[C@H]1Cc1nnc(-c2ccncc2)o1	-11%
CCOc1ccc(NS(=O)(=O)c2ccc3[nH]cc(C(=O)N4CCCC4)c(=O)c3c2)cc1	-7%

(more compounds)
SMILES	Pf Dd2 inh
CCn1nccc1C(=O)N1CCCC(COc2ccccc2C(=O)NC(C)C)C1 (stereo unspecified)	-1%
Cc1cc(CN2CC(Oc3ccc(F)cc3F)C2)no1	5%[44.1 µM]
CC(C)(C)c1ccc(N2C(=O)[C@@H]3C[C@@H](NC(=O)[C@@H](O)c4ccccc4)CCN3C2=O)cc1	-22%
Cc1cccc(NC(=O)CSc2nnc(CNC(=O)c3cccc(C)c3)n2-c2ccccc2)c1	-19%
Cc1ccc2[nH]c(=O)c(CCC(=O)NCc3ccco3)cc2c1	i
Cc1ccc(C)c(NC(=O)c2ccc(=O)n(Cc3ccc(F)cc3)c2)c1	i
Cc1noc(C)c1CCC(=O)N1CCCCCCNC(=O)CC1	-6%
CCOc1ccccc1CNC(=O)Cn1c(=O)c2cccn2c2ccc(F)cc21	35%[activator]
O=c1ccc(-c2ccc(Cl)cc2)c2n1C[C@H]1C[C@@H]2CN(S(=O)(=O)c2ccccc2)C1	?
CC1CCc2c(sc(NC(=O)c3ccccc3)c2C(=O)Nc2ccccc2)C1 (stereo unspecified)	13µM*
CN(CC1CCOC1)S(=O)(=O)c1ccc(Br)s1 (stereo unspecified)	23%[5.79 µM]
CC(C)Oc1ccc(CNC(=O)c2noc(-c3ccc(F)cc3)n2)cc1	1%
CCOCCCNC(=O)c1cn(CC)c2ccc(S(=O)(=O)N3CCc4ccccc4C3)cc2c1=O	?
COC(=O)c1ccc2c(=O)n(CCCCCC(=O)NCc3ccc(OC)cc3)c(=O)[nH]c2c1	-8%
Cc1noc2c(N3CCN(Cc4ccccc4)CC3)cc(-c3ccsc3)nc12	i
OCC1CN(c2ncccn2)CC12CCN(Cc1ccco1)CC2 (stereo unspecified)	i
COc1ccc(-c2noc([C@@H]3CCCN3C(=O)c3cc(C)cc(C)c3)n2)cc1OC	i
Cn1cccc1C(=O)N1CCC2(CC1)CN(Cc1ccccc1)CC2CO (stereo unspecified)	?
Cc1ccc(CCNC(=O)c2cc3n(n2)CCCN(Cc2ccc(C)cc2)C3=O)cc1	?
O=C(CCn1ccc(=O)[nH]c1=O)N[C@H](c1cccs1)C1CC(O)C1 (stereo partly specified)	-9%

In the list so far, 10 contain an NH in an aromatic ring:
SMILES	Pf Dd2 inh
CCOc1ccc(N(CC(=O)NCc2ccc(OC)cc2)S(=O)(=O)c2c(C)[nH]c(=O)[nH]c2=O)cc1	i
O=C(c1cccs1)N1CCN(c2cc(-c3cccs3)[nH]n2)CC1	i
O=C(NC1CCc2n[nH]c(=O)n2CC1)c1ccsc1 (stereo unspecified)	41%[activator]
COc1cccc(-c2cc(C3CCN(C(=O)Nc4cc(Cl)ccc4C)CC3)[nH]n2)c1	?
c1cncc(COc2cc3c(cn2)NCCN(Cc2ccc4[nH]ccc4c2)C3)c1	?
CN(C)C(=O)N1Cc2ccccc2OC2(CCN(C(=O)Cc3cnc[nH]3)CC2)C1	-7%
CCOc1ccc(NS(=O)(=O)c2ccc3[nH]cc(C(=O)N4CCCC4)c(=O)c3c2)cc1	-7%
Cc1ccc2[nH]c(=O)c(CCC(=O)NCc3ccco3)cc2c1	i
COC(=O)c1ccc2c(=O)n(CCCCCC(=O)NCc3ccc(OC)cc3)c(=O)[nH]c2c1	-8%
O=C(CCn1ccc(=O)[nH]c1=O)N[C@H](c1cccs1)C1CC(O)C1 (stereo partly specified)	-9%

The listing continues:
SMILES	Pf Dd2 inh
COCCC1(NC(=O)c2ccccc2)CCN(Cc2ccc3[nH]ccc3c2)CC1	?
CCc1ccc(-c2cn3c(n2)sc2cc(C(=O)NCC(C)c4ccccc4)ccc23)cc1 (stereo unspecified)	-1%
CCC[C@H]1CN(Cc2nc(C)no2)C[C@@H]1NC(=O)CCS(C)(=O)=O	-15%
CSc1cccc(NC(=O)C2CCN(c3ncnc4c3nc3n4CCCCC3)CC2)c1	9%
CCOc1ccccc1-c1noc(CSc2nnc(-c3ccccc3)n2-c2ccc(OC)cc2)n1	?
Cc1ccc(N2CCN(c3nc4ccc(C(=O)c5ccccc5)cc4n4cnnc34)CC2)c(C)c1	15%
COc1ccc(NC(=O)c2oc3ccc(S(=O)(=O)N4CCCCC4)cc3c2C)cc1Cl	11µM*
COc1ccccc1OCCNC(=O)C1(C)CCCCC(=O)N1 (stereo unspecified)	-1%
O=C1NC2(CCN(C(=O)c3ccc4c(c3)OCO4)CC2)COc2ccccc21	?
COc1nccnc1NC1CCN(S(=O)(=O)c2cnc[nH]2)CC1	114%[activator][5.79 µM]
CO[C@H]1[C@H](NC(=O)c2ccc(C)nc2)c2ccccc2C12CCNCC2	-1%
CS(=O)(=O)N1CCC(C2CCN(Cc3cccs3)C2)CC1 (stereo unspecified)	13µM*
